From PubChem
PfGluPho inh: PfG6PD (Plasmodium falciparum) enzyme inhibition; PfGluPho enzyme, NADPH resazurin-diaphorase fluorescence; inhibition, % at 20 µM; actives 0.78% (n = 350,000); AID 504690;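 active = inhibition reaching at least a set limit at 20 µM in the primary screen, cut at about 59% in these data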;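 note: 0% = DMSO wells with substrate and 100% = DMSO wells lacking glucose-6-phosphate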
SENP8 block-1: SENP8 (human) protease inhibition. Q96LD8. recombinant SENP8, Nedd8 substrate fluorescence. inhibition, % at 20 µM. actives 0.64% (n = 360,000). AID 602440; in the data active = inhibition mostly above about 40%, no sharp cut-off; inactive = mostly below about 27%
SENP8 block-2: inhibitors of human SENP8 protease; AID 2540; inhibition, % at 10 µM; Q96LD8; purified SENP8, Z-RLRGG-aminoluciferin cleavage, luminescence; actives 1.2% (n = 330,000); in the data active = inhibition above about 50%
SENP7 inh: inhibitors of human SENP7 protease; Q9BQF6; recombinant SENP7, Z-RLRGG-aminoluciferin luminescence, 40 min; inhibition, % at 5 µM; actives 1.5% (n = 330,000); AID 434973;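 active = inhibition above about 50% at the single test dose, limit read from the data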;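 note: plate controls were DMSO with enzyme for no effect and no enzyme buffer wells for full effect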
Target sequence (Q9BQF6 706-1050 limits assumed): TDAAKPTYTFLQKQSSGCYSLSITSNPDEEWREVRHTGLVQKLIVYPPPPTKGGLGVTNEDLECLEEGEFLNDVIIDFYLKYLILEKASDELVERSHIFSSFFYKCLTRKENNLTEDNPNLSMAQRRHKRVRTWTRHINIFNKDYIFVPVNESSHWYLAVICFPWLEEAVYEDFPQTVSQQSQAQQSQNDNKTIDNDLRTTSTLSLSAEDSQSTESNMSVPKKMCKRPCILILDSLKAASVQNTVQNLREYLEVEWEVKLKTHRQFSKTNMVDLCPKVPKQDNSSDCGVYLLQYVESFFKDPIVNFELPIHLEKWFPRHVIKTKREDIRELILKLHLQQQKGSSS
MIN6 prolif: inducers of beta-cell replication in MIN6 cells | MIN6 cells proliferation, ATPlite luminescence, 48 h; cells starved in 0.2% serum; 100% = growth in 10% serum | proliferation, % at 10 µM | actives 0.29% (n = 330,000) | AID 2380;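 active = compounds whose signal lies at least 3.5 SD above the mean of all wells on their plate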;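 note: 0% = DMSO-treated cells in low-serum medium and 100% = 10% serum control; some compounds called inactive have numbers as strong as hits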
HKDC1 inh: blocks human hexokinase HKDC1 activity | inhibition, % at 20 µM | AID 493160 | Q2TB90 | recombinant HKDC1, G6PDH/diaphorase resazurin coupled fluorescence | actives 0.16% (n = 340,000);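 active = inhibition above about 35% when tested at 20 µM, limit read from the data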;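 note: plate controls were DMSO wells with enzyme for no effect and DMSO wells lacking enzyme for full effect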
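Test system: HK5 enzyme. Quantity: 5 µg/mL HK5 final. Reagent: glucose and ATP substrates. Schedule: 90 min reaction incubation at room temperature, dark. Technique: resazurin-to-resorufin fluorescence via G6PDH and diaphorase coupling, 525/613 nm. Control set: DMSO wells with and without enzyme mix.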
SENP1 inh: blocks the human SENP1 SUMO protease catalytic domain. actives 0.21% (n = 360,000). inhibition, % at 10 µM. recombinant SENP1 catalytic domain, CyPet-SUMO1-YPet FRET cleavage. Q9P0U3. AID 624204;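 active = inhibition at least 30% at 10 µM, raw YFP signal under a set limit, fluorescence ratio 0.5 to 1.5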;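 note: 0% = enzyme with DMSO and 100% = no enzyme wells; some results filed as inactive read as strong as hits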
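Controls: no-enzyme wells low, DMSO-plus-enzyme wells high control. Test system: human recombinant His6-tagged SENP1 catalytic domain enzyme. Reagent: SFCypet-SUMO1-SFYpet FRET protein substrate, 25 nM final. Doses: one dose per compound, 10 µM, 0.5% DMSO. Detection: FRET, CFP and YFP emission. Timing: 50 min reaction at room temperature.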
UBC13 polyUb: human UBC13 polyubiquitination inhibition; AID 485273; UBC13 polyubiquitin chain formation, TR-FRET; P61088; actives 0.47% (n = 330,000); inhibition, % at 20 µM; in the data active = inhibition above about 45%, passing the limit was not always enough; inconclusive = no clear call, values can overlap the other calls
Target sequence (P61088 whole entry, looked up): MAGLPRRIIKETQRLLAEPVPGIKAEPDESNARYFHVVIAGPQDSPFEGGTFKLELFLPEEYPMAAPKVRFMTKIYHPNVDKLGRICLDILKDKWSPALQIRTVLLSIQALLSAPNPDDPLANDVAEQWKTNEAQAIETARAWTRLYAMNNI
SENP6 block: inhibitors of human SENP6 protease | Recombinant SENP6 catalytic domain, aminoluciferin luminescence | inhibition, % at 10 µM | actives 1.8% (n = 330,000) | AID 2599;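 active = inhibition above about 50% at the single tested dose, limit read from the data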;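 note: plate controls were DMSO wells with enzyme for no effect and DMSO wells lacking enzyme for full effect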
Target sequence (Q9GZR1 628-1112 limits assumed): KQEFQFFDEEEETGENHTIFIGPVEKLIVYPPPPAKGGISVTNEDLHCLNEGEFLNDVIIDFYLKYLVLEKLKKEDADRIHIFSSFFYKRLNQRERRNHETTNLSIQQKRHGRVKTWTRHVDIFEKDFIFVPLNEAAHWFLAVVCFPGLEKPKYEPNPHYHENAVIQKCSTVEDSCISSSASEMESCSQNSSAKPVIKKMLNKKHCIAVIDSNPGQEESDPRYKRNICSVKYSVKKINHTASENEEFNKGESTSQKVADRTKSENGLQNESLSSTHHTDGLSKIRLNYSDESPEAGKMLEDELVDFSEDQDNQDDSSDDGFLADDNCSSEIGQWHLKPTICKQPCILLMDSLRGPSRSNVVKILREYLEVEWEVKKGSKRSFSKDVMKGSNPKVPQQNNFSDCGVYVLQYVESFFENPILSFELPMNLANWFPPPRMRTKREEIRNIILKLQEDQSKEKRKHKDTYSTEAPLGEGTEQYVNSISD
* marks the source's active call; other numbers are inactive results; ? = inconclusive; . = no result given.

SMILES	PfGluPho inh	SENP8 block-1	SENP8 block-2	SENP7 inh	MIN6 prolif	HKDC1 inh	SENP1 inh	UBC13 polyUb	SENP6 block
Cn1c(C(=O)OC(C(=O)NC2CCCCC2)c2cccnc2)cc2sccc21 (stereo not drawn)	5	16	-4	-9	-1	-2	6	23	-1
O=S(=O)(Nc1ncnc2c1oc1ccccc12)c1ccc(Cl)s1	2	1	2	0	-1	2	1	2	8
CCc1ccc(OCC(=O)N2CC(C(N)=O)Oc3ccccc32)cc1 (stereo not drawn)	-8	6	-1	3	5	-4	-1	3	10
CCCOC(=O)COC(=O)c1ccccc1NC(=O)c1ccccc1	3	15	-5	-1	-1	4	2	2	-12
O=C1c2ccccc2C(=O)N1CCCCSc1nnc2ccccn12	2	-44	2	2	6	-2	0	2	9
CC(C)c1ccc(-n2nc3ccc(N)cc3n2)cc1	-7	-420	73*	29	-6	6	-34	12	88*
Cn1c(SCC(=O)NC2CC2)nnc1C1CC1	-7	2	-2	-4	-1	-1	-1	3	-2
COC(=O)c1sccc1NC(=O)CC1C(=O)NCCN1C(=O)Nc1ccc(F)cc1F (stereo not drawn)	6	28	-9	-5	0	-8	1	-5	-25
COc1ccc(F)cc1S(=O)(=O)NCCN1CCOCC1	-9	21	-1	10	-3	-7	2	2	17
Cc1cc(N2C(=O)C(=O)/C(=C(/O)c3ccc(F)cc3)C2c2cccc(Br)c2)no1 (stereo not drawn)	-6	-52	1	9	-3	-1	-6	-13	-9
CC(C)C(=O)Nc1cccc(NC(=S)NC(=O)c2ccccc2Cl)c1	-11	18	4	8	-2	-2	-1	-2	4
O=C(O)c1cc(S(=O)(=O)NC(CO)C(O)c2ccc([N+](=O)[O-])cc2)ccc1Br (stereo not drawn)	13	6	2	1	0	-2	-2	-1	4
Cc1c(C)c2ccc(OCC(=O)N3CC[C@@]4(O)CCCC[C@H]4C3)c(C)c2oc1=O	-11	-185	0	6	3	2	3	0	-8
Cc1ccc(C)c(CN2CCC(CNC(=O)Nc3cccc(Cl)c3C)CC2)c1	6	19	-3	6	-7	-6	-2	12	4
COC(=O)c1ccccc1CSc1nsc(C)c1C#N	31	17	3	7	2	-3	0	9	11
CCOc1ccc(N2CC(C(=O)Nc3ccccn3)CC2=O)cc1 (stereo not drawn)	-17	8	1	4	1	-1	-1	6	11
C=CCNc1nc(-c2ccccc2)nc(-n2ccnc2)n1	12	4	-8	-15	0	2	0	-10	-14
Cc1ccc(C(=O)N2CCC(C)CC2)cc1S(=O)(=O)N1CCCCC1	-15	14	-4	-4	1	-4	1	0	-1
CCOC(=O)c1ccc(NC(=S)NC2CCCC2)cc1	2	2	-11	2	0	-9	0	1	-5
CCN(CC)c1ccc(C=C2SC(=S)NC2=O)cc1	-35	38	.	.	.	10	-23	.	.
CCCOC(=O)C1C2C=CC(C2)C1C(=O)OCC(=O)c1ccccc1 (stereo not drawn)	-11	34	4	6	1	-4	3	5	-4
CCOC(=O)C1CCCN(S(=O)(=O)c2c(C)[nH]c(C)c2C(=O)N2CCCC2)C1 (stereo not drawn)	-10	14	-3	-9	-4	3	1	-8	-13
COc1ccc(N(C(=O)c2snc(C(N)=O)c2N)C(C(=O)NC2CCCC2)c2cccs2)c(OC)c1 (stereo not drawn)	8	-287	0	3	0	1	-13	22	-5
O=C(CN1C(=O)NC2(CCCCC2)C1=O)N1CCc2ccccc2C1	3	4	-12	-7	-1	-12	-2	-9	5
COc1ccccc1NC(=O)COc1ccccc1	-5	7	-4	-28	-2	12	0	-5	4

Of the compounds above, four have a thiophene ring, fused or not:
SMILES	PfGluPho inh	SENP8 block-1	SENP8 block-2	SENP7 inh	MIN6 prolif	HKDC1 inh	SENP1 inh	UBC13 polyUb	SENP6 block
Cn1c(C(=O)OC(C(=O)NC2CCCCC2)c2cccnc2)cc2sccc21 (stereo not drawn)	5	16	-4	-9	-1	-2	6	23	-1
O=S(=O)(Nc1ncnc2c1oc1ccccc12)c1ccc(Cl)s1	2	1	2	0	-1	2	1	2	8
COC(=O)c1sccc1NC(=O)CC1C(=O)NCCN1C(=O)Nc1ccc(F)cc1F (stereo not drawn)	6	28	-9	-5	0	-8	1	-5	-25
COc1ccc(N(C(=O)c2snc(C(N)=O)c2N)C(C(=O)NC2CCCC2)c2cccs2)c(OC)c1 (stereo not drawn)	8	-287	0	3	0	1	-13	22	-5

Whole records, quoted from the list. Order of values: PfGluPho inh	SENP8 block-1	SENP8 block-2	SENP7 inh	MIN6 prolif	HKDC1 inh	SENP1 inh	UBC13 polyUb	SENP6 block
C=CCNc1nc(-c2ccccc2)nc(-n2ccnc2)n1 across the screens: 12	4	-8	-15	0	2	0	-10	-14
CC(C)c1ccc(-n2nc3ccc(N)cc3n2)cc1 across the screens: -7	-420	73*	29	-6	6	-34	12	88*
Cn1c(SCC(=O)NC2CC2)nnc1C1CC1 across the screens: -7	2	-2	-4	-1	-1	-1	3	-2

Further entries:
SMILES	PfGluPho inh	SENP8 block-1	SENP8 block-2	SENP7 inh	MIN6 prolif	HKDC1 inh	SENP1 inh	UBC13 polyUb	SENP6 block
CCOc1ccc2c(c1)C(c1ccc(C)cc1)=NNC(c1ccc(OC)cc1)=N2	12	-31	-2	-5	-3	0	6	-11	-7
CCN(CC(=O)Nc1ccccc1Br)Cc1nc2ccccc2c(=O)[nH]1	7	17	-10	1	-4	6	0	6	-24
CCC(Oc1ccccc1)C(=O)Nc1nnc(S(=O)(=O)N2CCCCC2)s1 (stereo not drawn)	-37	-18	4	-8	-4	0	-1	5	3
CCOC(=O)N1CCN(S(=O)(=O)c2ccc(OC)c(Cl)c2Cl)CC1	-20	15	-6	-10	-3	-2	1	4	-8
O=C(Nc1cccc2ccccc12)N1CCN(c2ccccc2)CC1	6	-462	-6	3	-3	-2	2	1	11
O=C(Nc1ccc(Br)cc1)C1CC=CCC1C(=O)OCC1CCCO1 (stereo not drawn)	-1	10	-4	0	-1	8	3	0	-25
O=C(Cn1cc(C(F)(F)F)ccc1=O)N1CCN(S(=O)(=O)c2ccccc2)CC1	6	17	-1	-2	-1	-7	1	10	7
CCOC(=O)c1ccc(/[N+]([O-])=C/c2ccccc2)cc1	90*	15	0	0	-1	-1	-1	-6	10
COc1ccc(C(=O)NC2CCCCC2)cc1S(=O)(=O)N1CCCC1	-18	5	-1	-1	-2	2	0	-2	-9
O=c1oc(-c2cccs2)nc2sc3c(c12)CCCCC3	-9	9	39	5	-2	-7	-58	5	55*
CCOc1ccc(C(=O)COC(=O)c2c(-c3ccccc3)noc2C)cc1	10	4	0	-7	-3	2	1	-8	3
CN(CC(=O)NCc1ccncc1)S(=O)(=O)c1ccc(F)cc1	-6	2	2	1	-1	-3	1	0	-10
CCOc1ccc2c(S(=O)(=O)O)cccc2c1[N+](=O)[O-]	-2	10	.	.	.	1	2	.	.
O=C(C1=C(O)C(=O)N(CCN2CCOCC2)C1c1cccs1)c1cc2ccccc2o1 (stereo not drawn)	-23	-27	31	39	1	5	-7	-15	-14
COCCNC(=O)C(c1ccncc1)N(C(=O)Cn1nnc2ccccc21)c1ccc(OC)cc1 (stereo not drawn)	9	29	5	1	4	-1	2	-7	-5
O=C1C=C(c2ccccc2)CC(/C=C/c2ccccc2)C1 (stereo not drawn)	8	1	-2	-1	0	-3	2	0	4
COc1ccc(-c2nc(C(N)=O)c3[nH]c(=O)n(-c4cccc(C)c4)c3n2)c(OC)c1	5	-389	-7	10	2	-4	-3	34	-14
Cc1ccc(NC(=O)c2ncn(CCCNCC3CCCO3)n2)cc1C (stereo not drawn)	-9	1	.	.	.	-3	-2	.	.
Cc1ccc(-c2nc3cccnc3s2)cc1NS(C)(=O)=O	0	-376	2	3	-6	-1	10	-4	0
CC(=O)NC(CCS(C)(=O)=O)C(=O)Nc1cccc(Cl)c1Cl (stereo not drawn)	1	0	3	-2	1	-6	1	5	3
Fc1ccccc1N1CCN(C2CCN(Cc3c[nH]c4ccccc34)CC2)CC1	17	24	-8	-5	-5	-8	3	10	-18
C(=C\c1ccccc1)/CSc1ccccn1	-8	8	13	25	-3	-6	-1	2	-30
COc1ccc(S(=O)(=O)N2CCCN(C)CC2)cc1	-5	14	-1	-9	1	0	3	-2	-27
CSc1ccccc1OCc1cc(C(=O)N(C)Cc2ccc3nsnc3c2)no1	13	-4	17	17	-2	7	2	0	47
Cc1sc2ncnc(OCC(=O)N3CCN(S(=O)(=O)c4ccccc4)CC3)c2c1C	-17	20	1	10	-2	-2	2	-6	-9

Arranged by value in SENP6 block (low to high): three from the list above.
smiles	PfGluPho inh	SENP7 inh	HKDC1 inh	SENP1 inh	UBC13 polyUb	SENP6 block
COc1ccc(-c2nc(C(N)=O)c3[nH]c(=O)n(-c4cccc(C)c4)c3n2)c(OC)c1	5	10	-4	-3	34	-14
CN(CC(=O)NCc1ccncc1)S(=O)(=O)c1ccc(F)cc1	-6	1	-3	1	0	-10
Cc1ccc(-c2nc3cccnc3s2)cc1NS(C)(=O)=O	0	3	-1	10	-4	0

Later entries
SMILES	PfGluPho inh	SENP8 block-1	SENP8 block-2	SENP7 inh	MIN6 prolif	HKDC1 inh	SENP1 inh	UBC13 polyUb	SENP6 block
COc1ccc(-c2cc(C(F)(F)F)c(C#N)c(SCC(=O)O)n2)cc1OC	.	.	-18	-5	-5	.	.	-2	-5
CCOC(=O)c1cc(-c2ccccc2C)nn1Cc1cc(C)no1	-1	10	11	-8	0	5	1	-4	20
Cc1ccc(S(=O)(=O)c2nc(S(C)(=O)=O)sc2N2CC(C)OC(C)C2)cc1 (stereo not drawn)	-8	14	-2	3	0	-3	1	0	15
CC(c1nnc(Sc2nnnn2-c2ccccc2)n1-c1ccc(F)cc1)N(C)C (stereo not drawn)	-2	8	-5	5	-3	2	1	5	-10
O=C(CC1CS(=O)(=O)CC1CC(=O)Oc1ccccc1F)Oc1ccccc1F (stereo not drawn)	1	22	-1	-1	-1	17	5	7	-6
CN(C)S(=O)(=O)c1ccc(-c2csc(-c3cccnc3)n2)cc1	-7	-18	-1	-3	0	14	2	-15	-5
O=c1c2cc(Cl)ccc2[nH]c(=S)n1Cc1ccccn1	14	17	-6	9	-2	3	-6	?	-24
CC(O)c1nc2ccccc2n1C/C=C/c1ccccc1 (stereo not drawn)	1	10	5	10	-2	-7	0	-12	13
